# RGS4 inh – human RGS4 inhibition | hit rate 0.039% among 390,000 | Potency, µM (series often up to 114 µM), for inactives: top-dose activity change, negative = inhibition, usual class: inhibitors | Transcreener GDP fluorescence polarization, RGS4-accelerated GTP hydrolysis | P49798; note: potency is the fitted concentration of half-maximal effect; % is set by controls: 0 for no effect and ±100 for the full control effect; nearly all actives have a fitted effect of over 75% in size; some results filed as inactive show a strong effect at the top dose
#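 MLSMR compounds (23 nl, pin-transferred) preincubated 10 min at room temperature with a 500nM (2x) first reagent, then RGS4 at 900nM (2x) plus Transcreener GDP mix added; fluorescence polarization (620/688 nm) read before and after 90 min at 30 °C.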
# Pol eta inh – inhibitors of human DNA polymerase eta; Potency, µM (titrated, usually from 114 µM), without a hit: at the top dose activity change, negative = inhibition, hits mostly inhibitors; Q9Y253; hit rate 1.2% among 390,000; recombinant Pol eta, fluorescent DNA replication assay; AID 588591; note: potency is the fitted concentration of half-maximal effect; % is set by controls: 0 for no effect and ±100 for the full control effect
#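 Pol eta (10 nM) was preincubated with compounds for 15 min at room temperature, after which fluorescent replication substrate (50 nM final) was added to start the reaction. Fluorescence was read kinetically at 0 and 10 min.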
# ERG-DNA inh – ERG Ets/DNA interaction inhibition. P11308. hit rate 0.028% among 370,000. Potency, µM (highest dose often 76.9 µM), for inactives: at the top dose FP activity, negative = inhibition, usual class: inhibitors. fluorescence polarization, His-ERG Ets domain / labelled DNA; active = well fitted inhibition curve with a large enough effect in the polarisation, with a control signal flat; inconclusive = small, poorly fitted or top-dose-only effect, or effect the other way, or a change in a side signal; inactive = no such curve, though single readings can be large or run the other way; the % refers to the polarisation;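 note: polarization taken with two DNA probes labelled with fluorescein and Texas red; potency is the fitted concentration of half-maximal effect; % of control where 0% means no effect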
#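 His-tagged ERG Ets domain (1 uM in the protein solution; 300mM KCl, 50mM Tris-HCl, 1mM EDTA, 1mM DTT, pH 7.5) received compound, then a probe mix of 5 nM fluorescein-DNA and 100nM Texas-615-DNA. Fluorescence polarization was read for both dyes.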
# LDHA inh – LDHA (human) enzyme inhibition; P00338; purified LDHA, NADH/diaphorase-resazurin fluorescence; hits give low values; activity change, % (values are at about 110 or 230 µM); hit rate 0.15% among 480,000; AID 1347041; in the data active = activity change below about -30%; inconclusive = mostly about -25% to -30%;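 note: plate controls were DMSO wells for no effect and wells without enzyme for full effect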
#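 Resorufin fluorescence (ex540/em590), read at 0 and 20 min after diaphorase/resazurin addition, reports the NADH left after a 5 min room-temperature reaction of 2 nM human LDH5 with 0.06 mM NADH and 0.2 mM pyruvate.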
# POLK inh – blocks human DNA polymerase kappa activity; Q9UBT6; AID 588579; hit rate 0.53% among 400,000; Potency, µM (highest dose often 107 µM), inactives show at the top dose activity, negative = inhibition, actives largely listed as inhibitors; purified Pol kappa, fluorescent DNA synthesis assay, 10 min; note: potency is the fitted concentration of half-maximal effect; % is set by controls: 0 for no effect and ±100 for the full control effect
#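 Kinetic fluorescence screen: compound preincubated 15 min RT with 10 nM enzyme; 50 nM substrate (final) initiates; reads at 0/10 min.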
# Anesthetic bind – binds horse apoferritin like a general anesthetic; P02791; apoferritin/1-aminoanthracene competitive binding, fluorescence; Potency, µM (top dose mostly 77.5 µM), for the others: at the top dose activity change, negative = displacement, actives largely listed as inhibitors; hit rate 0.074% among 350,000; AID 485281; note: potency is the fitted concentration of half-maximal effect; % is set by controls: 0 for no effect and ±100 for the full control effect; nearly all actives have a fitted effect of over 20% in size
# Target sequence (P02791 2-175 limits assumed): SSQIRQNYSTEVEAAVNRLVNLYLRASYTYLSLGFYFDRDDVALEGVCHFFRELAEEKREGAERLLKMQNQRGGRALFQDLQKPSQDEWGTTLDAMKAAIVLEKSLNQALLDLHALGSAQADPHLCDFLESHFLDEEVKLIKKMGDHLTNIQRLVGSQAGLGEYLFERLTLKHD
#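 Concentration-response curves derived by four-parameter Hill fitting of normalized fluorescence, where compounds displaced 1-AMA from 10 uM horse apoferritin following a brief 10 min room-temperature incubation; propofol titration acted as positive control.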
# 12-LOX inh – ALOX12 (human) lipoxygenase inhibition; P18054; hit rate 1.1% among 580,000; purified 12hLO, xylenol orange hydroperoxide absorbance; Potency, µM (top dose mostly 108 µM), without a hit: at the top dose activity change, negative = inhibition, actives largely listed as inhibitors; note: potency is the fitted concentration of half-maximal effect; % is set by controls: 0 for no effect and ±100 for the full control effect
# Target sequence (P18054 whole entry, looked up): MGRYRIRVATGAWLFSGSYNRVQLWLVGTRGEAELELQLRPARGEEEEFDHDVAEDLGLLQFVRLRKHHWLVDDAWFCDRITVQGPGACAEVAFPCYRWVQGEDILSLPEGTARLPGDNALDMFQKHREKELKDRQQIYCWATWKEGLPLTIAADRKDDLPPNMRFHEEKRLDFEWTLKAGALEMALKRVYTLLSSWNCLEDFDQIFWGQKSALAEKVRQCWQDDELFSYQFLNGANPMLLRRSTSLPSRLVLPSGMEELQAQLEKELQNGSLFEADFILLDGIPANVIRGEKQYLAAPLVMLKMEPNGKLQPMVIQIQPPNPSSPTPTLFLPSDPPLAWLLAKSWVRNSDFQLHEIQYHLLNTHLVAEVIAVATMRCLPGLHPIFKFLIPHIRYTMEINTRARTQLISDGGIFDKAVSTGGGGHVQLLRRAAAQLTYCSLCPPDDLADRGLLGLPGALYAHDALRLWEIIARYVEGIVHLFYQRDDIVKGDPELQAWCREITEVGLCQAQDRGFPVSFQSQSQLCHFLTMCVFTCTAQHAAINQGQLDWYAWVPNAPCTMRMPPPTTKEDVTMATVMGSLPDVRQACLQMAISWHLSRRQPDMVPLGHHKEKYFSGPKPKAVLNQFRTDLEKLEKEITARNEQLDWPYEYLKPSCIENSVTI
#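 Purified human 12hLO (150 nM final) in 25 mM Hepes, 0.01% Triton X-100, pH 7.0 was preincubated 15 min at room temperature with compound. Then 40 uM arachidonic acid was added, 30 min. Hydroperoxide was read by Fe-XO absorbance ratio 573/405 nm.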
# Pol beta inh – inhibitors of human DNA polymerase beta; P06746; Pol beta primer extension/strand displacement, fluorescence kinetic; Potency, µM (series often up to 114 µM), for the others: at the top dose activity change, negative = inhibition, usual class: inhibitors; hit rate 1.3% among 340,000; AID 485314; note: potency is the fitted concentration of half-maximal effect; % is set by controls: 0 for no effect and ±100 for the full control effect
#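 Preincubation: enzyme (10 nM) with compound, 15 min, RT. Reaction: substrate added to 50 nM final. Reads: 0 and 10 min. Analysis: normalized, Hill fit.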
# APE1 inh – blocks human APE1 abasic DNA cleavage; P27695; recombinant APE1, TAMRA/BHQ-2 abasic DNA cleavage fluorescence; Potency, µM (top dose mostly 65.8 µM), inactives show top-dose activity change, negative = inhibition, actives largely listed as inhibitors; hit rate 0.35% among 350,000;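 note: potency is the fitted concentration of half-maximal effect; plate controls were vehicle for no effect and reference inhibitor for full effect; nearly all actives have a fitted effect of over 55% in size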
#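 0.75 nM APE1 + cpd, 15 min RT; start w/ 50 nM TAMRA/BHQ-2 THF-abasic dsDNA; kinetic fluor 525/598 nm ×3 reads @60 s; Δ(read3−read1); normalized to DMSO and NSC13755 control wells.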
# An asterisk follows results filed as active; ? = inconclusive; · = no result given; [ ] = remark or other dose. Unless noted, calls come from the whole dose curve; as a rule, active = well fitted curve in the direction sought with a large enough effect; inconclusive = small, poorly fitted or top-dose-only effect, or another doubt; inactive = no such curve, though single readings can be large; an effect the other way counts as inactive or inconclusive. This is a subset (hit frequency here may not be typical).
structure	RGS4 inh	Pol eta inh	ERG-DNA inh	LDHA inh	POLK inh	Anesthetic bind	12-LOX inh	Pol beta inh	APE1 inh
CCOC(=O)N1CCN(c2ccc([N+](=O)[O-])cc2)CC1	-1%	-14%	-5%	-4	0%	-18%	-2%	12%	9%
CCOc1cc(C2C(C(N)=O)=C(C)Nc3ncnn32)cc(Br)c1O (centres undefined)	-16%	-16%	3%	-6	-11%[60.1 µM]	2%	-15%	8%	·
COc1ccc([C@@H](C)NC(=O)c2ccc3oc(C(C)C)nc3c2)cc1	-8%	-20%	-5%	-1	1%	-12%	9%	-1%	46%[activator]
CC1(C)CC(=O)C=C(NCCN2CCN(C(=O)Nc3ccc(Cl)cc3)CC2)C1	-5%	-12%	-11%	-2	-5%	-17%	0%	4%	1%
COc1ccccc1NS(=O)(=O)c1ccc(C(=O)NCCCn2ccnc2)cc1	-4%	1%	-14%	-6	-2%	·	-5%	·	1%
COc1cccc(-n2nc(C(=O)Nc3ccc4c(c3)OCO4)c3ccccc3c2=O)c1	-46%	-9%	3%	-7	-5%	-4%	·	0%	12%
CCn1c(N)nc2c1c(=O)n(C)c(=O)n2C	-22%	-1%	-4%	4	5%	-8%	-2%	-19%	3%
COc1cccc(SCc2noc(C(=O)NCCN(C)C)c2C(=O)NCCN(C)C)c1	-1%	-20%	5%	0	14%	·	20%	·	·
Cc1ccc(Cl)cc1NC(=O)CN1C(=O)c2ccccc2Sc2ncccc21	-6%	1%	7%	0	-10%	-5%	?	0%	·
Cc1csc2cc(-c3cccc([N+](=O)[O-])c3)c(-c3cccc([N+](=O)[O-])c3)c[n+]12	1%	-18%	-2%	-2	-5%	5%	0%	40%	-1%
O=C(OCC(=O)N1CCCc2ccccc21)c1cc(Br)ccc1O	5%	-9%	1%	-2	-12%	·	-1%	·	-2%
COc1ccc(C(=O)OCc2nnc(-c3ccccc3)o2)cc1S(=O)(=O)N1CCOCC1	-22%	-15%	7%	-6	1%	·	1%	·	30%
Nc1nc(-c2cccnc2)nn1C(=O)CCc1ccccc1	-13%	-12%	-3%	-1	-3%	·	0%	·	·
Cc1ccc(C(=O)Nc2ccc(C(=O)O)cc2)cc1S(=O)(=O)Nc1ccccc1	-2%	-7%	5%	-22	-6%	-8%	4%	7%	·
COc1ccc(OC)c(C(=O)CSc2nc3cccnc3n2C)c1	-13%	0%	0%	-6	-2%	1%	-2%	5%	14%
O=C(CSc1ncn[nH]1)NNC(=O)c1ccccc1	-32%	-19%	-24%	-3	-4%	·	-5%	·	4%
CCC(C)CCN1C(Nc2ccccc2)=NC[C@@H]1C (some centres undefined)	4%	-5%	-6%	0	-10%	-1%	12%	46%	27%
Cc1ccc(C(=O)N/C(=C\c2ccccc2)C(=O)NCC2CCCO2)cc1 (centres undefined)	-46%	-3%	-10%	-6	-1%	-7%	12%	2%	0%
C=CC[C@@H](CC(=O)N[C@H](CO)Cc1ccccc1)C(=O)NCCOC(=O)[C@@H](CC=C)CC(=O)OC(C)(C)C	-31%	-14%	-7%	0	3%	·	16%	·	6%
COc1ccc(S(=O)(=O)N2CCN(c3ccc(F)cc3)CC2)cc1OC	27%	-9%	5%	-9	-1%	-13%	-89%	46%	12%
COc1ccc2c(c1)c(CC(=O)O)c(C)n2Cc1ccc(Cl)cc1	-15%[56.9 µM]	-5%[57.1 µM]	·	1	-5%[60.1 µM]	·	·	13%[57.1 µM]	1%
Cc1nn(S(=O)(=O)c2cccc([N+](=O)[O-])c2)c(C)c1S(=O)(=O)N1CCOCC1	-15%[56.9 µM]	-18%	8%	2	0%	-3%	-18%	-8%	22%
CCCCCCC(C)n1[nH]c(=O)cc1N (centres undefined)	-4%	4%	10%	-6	-11%	-8%	-19%	29%	2%
O=C(CSc1nc2ccccc2o1)N1N=C(c2cccs2)CC1c1ccc(F)cc1 (centres undefined)	-37%	-27%	0%	-2	-15%	-15%	-16%	57%	15%
CCOC(=O)C1=C(N)OC2=C(C(=O)CC(C)(C)C2)C1c1cc(CSc2nnnn2C)cs1 (centres undefined)	-37%	-17%	-1%	-5	-5%	?	61%[activator]	-1%	8%
C[C@H](NC(=O)c1nc[nH]c1C(=O)OCc1ccccc1)c1ccccc1	1%	-22%	10%	1	-2%	·	8%	·	-2%
CC(=O)Nc1ccc(NC(=O)C2CCC(CNS(=O)(=O)c3cccc4nsnc34)CC2)cc1 (centres undefined)	-2%	-10%	-6%	-10	-23%	-5%	-14%	0%	-3%
Cc1nn(C)c2c1c(-c1ccccc1)cc(=O)n2Cc1ccccc1F	7%	-21%	-3%	3	-26%	84%[activator]	-16%	-13%	·
COc1ccccc1CNC(=O)c1ccccc1C(=O)NC(C)(C)C(=O)NCc1ccccc1OC	-3%	-14%	10%	2	19%	-4%	1%	61%	76%[activator]
Cc1cc(C)n2nc(S(=O)(=O)N(CC(C)C)CC(C)C)nc2n1	-12%	-15%	-1%	-19	-3%	11%	25%[57.4 µM]	10%	-6%

# Additional compounds.
# Screens in order – RGS4 inh, Pol eta inh, ERG-DNA inh, LDHA inh, POLK inh, Anesthetic bind, 12-LOX inh, Pol beta inh, APE1 inh
CCCCN(CCCC)CC(O)COc1ccccc1Br (centres undefined)
    3%, -7%, 3%, -5, -7%, -16%, -7%, 11%, ?
c1ccc(C2=NOC(c3nnc(-c4ccccc4)o3)C2)cc1 (centres undefined)
    -16%, -6%, 4%, -3, -4%, ·, ?, ·, ·
Cc1c(C(=O)N2CCCCC2)oc2ccc(Br)cc12
    ?, ?, 1%, -2, -17%, ·, ?, ·, -9%
CC1(C)Cc2nc3oc4c(NCc5ccccc5)ncnc4c3cc2CO1
    14%, 3%, 1%, -12, -1%, -7%, 0%, 1%, -3%
CC1(C)CC(=O)C2=C(C1)NC(=O)NC2c1ccc(Cl)cc1 (centres undefined)
    17%, -8%, -8%, -11, 1%, -10%, 21%, -6%, 22%
COc1ccc(N(Cc2ccccc2)C(=O)CSc2nnc(Cn3nnc4ccccc43)o2)cc1
    3%, 4%, 1%, -5, -14%, 9%, 3%, 24%, 6%
CC(C)(C)NC(=O)[C@H]1CC[C@H]2[C@@H]3CC[C@H]4NC(=O)C=C[C@]4(C)[C@H]3CC[C@]12C
    2%, -2%, 2%, -3, 3%, -8%, 2%, 6%[57.1 µM], 3%
CC(=O)Nc1ccc(-c2nnc(SCc3c(C)cc(C)cc3C)n2C)cc1
    -26%, -11%, -4%, -13, -7%, -14%, -5%, -8%, -2%
O=C(NCc1ccccn1)Nc1cc(Cl)ccc1Cl
    -18%, -17%, -9%, -3, 8%, -23%, 10%, -20%, -28%
O=C(Nc1cccc(NC(=O)c2ccc([N+](=O)[O-])o2)c1)c1ccco1
    -8%, -20%, 9%, 10, -3%, -11%, -7%, 4%, 8%

# (cont.)
# Screens in order – RGS4 inh, Pol eta inh, ERG-DNA inh, LDHA inh, POLK inh, Anesthetic bind, 12-LOX inh, Pol beta inh, APE1 inh
c1ccc2c(c1)Cc1ccccc1O2
    -10%, -7%, 10%, 0, 17%, ·, -30%, ·, -6%
COc1ccccc1C(=O)Nc1ccc2c(c1)CCCN2C(=O)c1cccs1
    14%, -7%, -5%, -13, 1%, 9%, -14%, 10%, -7%
Cc1cccc(N=C2NC(=O)/C(=C\c3cccs3)S2)c1
    12%, ?, -1%, -10, -6%, -17%, ?, 8%, 7%
Cc1cc(C)c2sc(N3CCN(C(=O)C4CC4)CC3)nc2c1
    -5%, 0%, -1%, -4, -9%[60.1 µM], -14%, ?, -7%, ·
CC1(c2cccc(Br)c2)NC(=O)N(CC(=O)N2CCc3ccccc32)C1=O (centres undefined)
    -3%, -4%, 3%, 0, -18%, ·, ?, ·, 43%

# Bioassay records from PubChem.
